Screens (PubChem)
JMJD2C inh = inhibitors of GASC-1 histone demethylase, primary screen, biochemical, fluorescence, DELFIA europium; Lysine-specific demethylase 4C (Homo sapiens), Q9H3R0; GST-JMJD2C(1-420) H3K9me3 demethylation; inhibition, % at 2.35 µM; 0.069% of 330,000 active; AID 2099, 2009;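 active = more than half of a compound's replicate wells show inhibition beyond 50%, single wells judged on their own value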;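 also: signal counts dimethyl H3K9 product captured on neutravidin plate; 0% = median of DMSO wells and 100% = 0.3 times that DMSO median; strong numbers were not always called active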
Target sequence (Q9H3R0 1-420 limits assumed): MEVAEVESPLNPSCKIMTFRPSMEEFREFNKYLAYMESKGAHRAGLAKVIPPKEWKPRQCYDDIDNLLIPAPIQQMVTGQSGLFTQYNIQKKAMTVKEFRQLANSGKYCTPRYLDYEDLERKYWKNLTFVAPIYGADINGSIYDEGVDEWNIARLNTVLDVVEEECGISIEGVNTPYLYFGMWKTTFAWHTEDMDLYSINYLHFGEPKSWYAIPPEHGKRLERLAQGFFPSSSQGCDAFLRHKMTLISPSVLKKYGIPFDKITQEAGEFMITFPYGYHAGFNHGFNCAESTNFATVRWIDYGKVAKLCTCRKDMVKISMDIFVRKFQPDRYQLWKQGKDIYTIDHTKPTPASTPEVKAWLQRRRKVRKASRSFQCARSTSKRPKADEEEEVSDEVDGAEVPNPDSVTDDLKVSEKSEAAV
Efflux pump inh = inhibitors of Candida efflux pumps in yeast, primary screen, S. cerevisiae, Nile Red, multiplex. inhibition, % at 10 µM. 0.44% of 330,000 active. AID 485275, 2010. S. cerevisiae Candida pump triplex;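 active = plate passing quality check with inhibition over a set limit, or well fluorescence over plate mean plus 4 SD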;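 also: Nile Red retained in pooled yeast measured as flow cytometry median fluorescence; 0% = buffer negative control and 100% = Enniatin B positive control; higher means more Nile Red kept so more efflux inhibition; some compounds called inactive have numbers as strong as hits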
HCV core dimer = inhibitors of HCV core protein dimerization, primary screen, biochemical, TR-FRET, high-throughput | TR-FRET GST/Flag-core106 dimerization, 1536-well | inhibition, % at 5 µM | 0.33% of 300,000 active;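 active = inhibition above the mean of all tested compounds plus 3 SD, set per screening campaign, cut at about 45% in these data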
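test system = GST/Flag-tagged HCV core106 proteins | probe or stimulus = Eu donor and XL665 acceptor anti-tag antibodies | times = compound-protein-antibody incubation 4 h at 22.5 °C | signal = TR-FRET, excitation 340 nm, emission 617 and 671 nm | measure = percent inhibition of core106 dimerization signal | controls = wells lacking GST-core106 and wells with excess unlabelled core106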
TPT1 inh = Candida albicans TPT1 enzyme inhibitors, primary screen, biochemical, fluorescence polarization; 0.81% of 300,000 active; inhibition, % at 5 µM; recombinant caTPT1, FP RNA substrate dephosphorylation;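 active = inhibition above the mean of all tested compounds plus 3 SD, set per screening campaign, cut at about 24% in these data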;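 also: plate controls were DMSO alone for no effect and ferristatin control at 100 nM for full effect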
PP1 inh = PP1-alpha phosphatase inhibitors, primary screen, counter-screen for PP5 inhibitor project, biochemical, fluorescence, OMFP substrate, single point; Serine/threonine-protein phosphatase PP1-alpha catalytic subunit (Homo sapiens), P62136; purified PP1alpha; inhibition, % at 6.7 µM; 0.9% of 320,000 active; AID 2235, 2010;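 active = inhibition above the mean inhibition of all tested compounds plus 3 SD, computed separately for each screening campaign, cut at about 15% in these data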
Target sequence (P62136 whole entry, looked up): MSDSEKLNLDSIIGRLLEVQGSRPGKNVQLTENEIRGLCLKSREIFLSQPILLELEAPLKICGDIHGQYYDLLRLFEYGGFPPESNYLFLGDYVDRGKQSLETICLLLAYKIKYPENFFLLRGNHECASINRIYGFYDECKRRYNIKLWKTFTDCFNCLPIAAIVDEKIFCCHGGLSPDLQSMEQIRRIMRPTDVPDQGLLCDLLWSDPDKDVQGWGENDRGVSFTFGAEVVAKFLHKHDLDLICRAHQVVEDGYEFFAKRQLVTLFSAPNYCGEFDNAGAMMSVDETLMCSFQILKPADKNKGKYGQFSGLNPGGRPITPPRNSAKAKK
Fh CTSL1 inh = Fasciola hepatica cathepsin L1 inhibitors, primary screen, counter-screen for PFM18AAP inhibitor project, biochemical, QFRET, fluorogenic peptide substrate; recombinant F. hepatica cathepsin L1, Z-Leu-Arg-MCA fluorescence; inhibition, % at 5.96 µM; 0.49% of 300,000 active;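 active = inhibition above the mean of all tested compounds plus 3 SD, set per screening campaign, cut at about 17% in these data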;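 also: 0% = plate median of test compound wells and 100% = 1 µM Z-Phe-Ala-diazomethylketone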
proCasp3 act = activators of human procaspase-3 D3A mutant, primary screen, biochemical, absorbance, PC-3 D3A mutant, single concentration | recombinant procaspase-3 D3A, Ac-DEVD-pNA absorbance 405 nm | Caspase-3 (Homo sapiens), P42574 | AID 463141, 2010 | activation, % at 8.5 µM | 0.11% of 330,000 active;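 active = activation above the mean of all tested compounds plus 3 SD, cut at about 21% in these data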;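 also: 0% = DMSO alone and 100% = DMSO wells spiked with extra 5 µM PC-3 D3A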
Target sequence (P42574 whole entry D9A/D28A/D175A): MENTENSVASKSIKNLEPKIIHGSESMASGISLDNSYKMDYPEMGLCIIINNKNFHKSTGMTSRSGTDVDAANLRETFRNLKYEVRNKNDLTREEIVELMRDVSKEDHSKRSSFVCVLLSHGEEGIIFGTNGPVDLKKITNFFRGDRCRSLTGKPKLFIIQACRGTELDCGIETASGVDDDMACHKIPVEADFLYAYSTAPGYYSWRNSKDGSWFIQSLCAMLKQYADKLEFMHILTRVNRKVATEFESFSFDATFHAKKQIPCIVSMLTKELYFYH
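Technique: 405 nm absorbance of p-nitroaniline, reads at 0 and 120 min; Test system: Procaspase-3 D3A mutant; Incubation: 1 h enzyme-compound preincubation, then 2 h substrate reaction, 25 °C; Repeats: singlicate, each compound tested once; Benchmarks: low control DMSO wells, high control DMSO plus 5 µM PC-3 D3A.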
proCasp7 act = procaspase-7 activators, primary screen, counter-screen for procaspase-3 activator project, biochemical, absorbance, HTS, human; Caspase-7 (Homo sapiens), P55210; recombinant procaspase-7, Ac-DEVD-pNA absorbance 405 nm; D23A/D198A/D206A triple mutant, cannot self-cleave; scale: DMSO 0, 5 µM enzyme 100; activation, % at 8.5 µM; 0.093% of 330,000 active;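 active = percent activation above the screen-wide mean plus 3 SD, cut at about 25% in these data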
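signal = Epi-absorbance of released pNA at 405 nm, two timepoints | assay system = Uncleavable procaspase-7 mutant enzyme | reagent = Ac-DEVD-pNA substrate, 400 µM as added | times = 1 h enzyme–compound preincubation and 2 h substrate reaction, both 25 °C | benchmarks = low DMSO alone, high DMSO plus 5 µM PC-7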
PP5 inh = PP5 phosphatase inhibitors, primary screen, biochemical, fluorescence; Serine/threonine-protein phosphatase 5 (Homo sapiens), P53041; purified PP5c, OMFP substrate fluorescence; inhibition, % at 6.7 µM; 0.18% of 320,000 active;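 active = inhibition above the campaign's mean inhibition across all tested compounds plus 3 SD, cut at about 9.5% in these data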;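 also: 0% = DMSO only and 100% = 100 µM cantharidin control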
Numbers without * were called inactive; x = no result given.

SMILES	JMJD2C inh	Efflux pump inh	HCV core dimer	TPT1 inh	PP1 inh	Fh CTSL1 inh	proCasp3 act	proCasp7 act	PP5 inh
O=C(CCN1C(=O)C2CCCCC2C1=O)Nc1cc(F)ccc1F (configuration not stated)	-4	0.2	0	0	-6	-3	-2	-4	2.0
CCOC(=O)N1CCC(Nc2nc3ccccc3n3nnnc23)CC1	-3	0.2	7	-12	-4	-1	-5	-5	0.3
Cc1sc2nc(-c3ccccc3)[nH]c(=O)c2c1-c1ccccc1	1	-0.1	0	-4	0	-3	-12	8	3.3
Cc1cc(C(F)F)n2nc(C(=O)Nc3c(F)cc(F)cc3Br)nc2n1	-6	0.1	-4	-3	0	2	-2	-5	1.2
COc1ccc(NC(=O)COc2ccc(-c3ccccc3)cc2)cc1	x	0.2	x	x	10	x	-4	-6	1.4
Cc1ccc(C(C)NC(=O)c2ccco2)cc1 (configuration not stated)	2	0.0	0	0	1	-3	-6	10	1.3
CC1CCCN(S(=O)(=O)c2ccc(NC(=O)c3cccc(-n4cnnn4)c3)cc2)C1 (configuration not stated)	2	-0.1	-7	-7	1	-2	3	6	4.6
CCOC(=O)c1c(/N=C/C2C(=O)CCCC2=O)sc2c1CCCC2	-17	-0.2	0	-8	-1	3	0	-4	2.4
Cc1ccc2c(c1)cc1c(=O)n(CC(=O)NCCCc3ccccc3)nc(C)n12	-5	0.0	-1	3	-3	3	10	1	0.2
O=C(N=C1SC2CS(=O)(=O)CC2N1c1ccc(OC(F)(F)F)cc1)C1CC1 (configuration not stated)	29	0.0	-9	1	-3	-3	-2	5	-1.1
Cc1ccc(C(=O)CSc2nc(-c3ccccc3)ccc2C#N)cc1	-14	0.1	-3	24	-2	4	-6	-21	1.1
CC(C)Oc1ccc(C(=O)OCC(=O)NC(=O)NC2CCCC2)cc1	x	0.1	x	x	0	x	-1	5	1.7
CC(C)CCNC(=O)c1ccc2c(c1)N(Cc1ccccc1)C(=O)CS2=O (configuration not stated)	-1	-0.3	-4	1	-3	4	0	4	-1.4
Cc1cc(C)c(S(=O)(=O)n2cc(C(C)C(N)C(=O)O)c3ccccc32)c(C)c1 (configuration not stated)	14	0.1	1	3	1	0	-5	-5	0.5
CS(=O)(=O)N1CCSC1c1ccc(Br)cc1 (configuration not stated)	13	-0.1	1	1	-5	-4	7	14	-2.8
COCC(=O)NCc1ccc2c(c1)OCO2	-16	0.0	1	-2	-1	2	1	1	-1.9
COc1ccc(OC)c(C(=O)c2coc3ccc(O)cc23)c1	-4	-0.2	-5	-3	3	-3	11	-1	4.0
Cc1c(-c2nnc(SCC(=O)O)n2-c2ccccc2Br)nnn1-c1ccccc1	-15	-0.1	2	-1	-3	-4	0	8	-0.2
C=CCOc1cccc(/C=N/NC(=O)CN(c2cc(Cl)ccc2OC)S(=O)(=O)c2ccc(C)c([N+](=O)[O-])c2)c1	-12	0.1	34	-1	6	5	2	4	0.7
CCc1nn(CC(=O)NCCCN2CCOCC2)c(=O)c2cc3sccc3n12	-1	-0.1	0	1	-3	-2	1	-2	0.2
CC(=O)Nc1ccc(C(=O)OCC(=O)NC(=O)NC2CCCCC2)cc1	2	-0.1	-5	-5	-4	-2	0	1	4.7
COc1ccc2oc(C(=O)OCC(=O)NC(C)c3ccccc3)c(C)c2c1 (configuration not stated)	0	-0.1	16	-3	-2	4	4	1	-0.4
CC(C)C[C@H]1CN=C(Nc2ccccc2)N1CC1CCCC1	12	0.0	1	-6	1	9	-9	-1	1.3
O=C1CN(C(=O)c2ccccc2)c2ccccc2N1	-6	0.0	1	-4	0	0	16	7	-3.9
COc1ccc(-c2cc3ccc(OCc4nn[nH]n4)cc3oc2=O)cc1	-6	0.0	8	-1	5	4	-2	8	-0.5
Cc1cccc(NC(=O)CSCc2c(C)noc2C)c1C	2	0.0	-5	6	5	1	8	8	2.9
Nc1c(N(Cc2ccccc2)C(=O)COc2ccc(F)cc2)c(=O)[nH]c(=O)n1Cc1ccccc1	2	0.0	-4	-2	-5	2	1	6	-1.0
COCc1c(C(=O)N2CCN(Cc3ccc(C#N)cc3)CC2)oc2ccccc12	-3	0.1	15	-8	-6	1	4	0	-0.8
CCCN1CCc2c(sc(NC(=O)CCS(=O)(=O)c3ccccc3)c2C(=O)OC)C1	8	0.4	-9	19	7	27*	8	3	2.5
Cc1cc(NS(=O)(=O)c2ccc(NC(=O)C(C)Oc3ccc(C(C)C)cc3)cc2)no1 (configuration not stated)	10	0.2	10	2	4	-1	2	-2	2.0
COC(=O)c1ccc(N(C(=O)CNC(=O)c2ccco2)C(C(=O)NCC2CCCO2)c2ccc(OC)c(OC)c2)cc1 (configuration not stated)	-5	-0.1	2	-2	3	-2	1	1	2.5
Cc1ccc(-c2cc(C(=O)Nc3cccnc3)c3ccccc3n2)o1	-32	0.2	43	7	-3	-1	-14	-22	0.8
Cc1ccc(-c2[nH]c3ccccc3c2C(C[N+](=O)[O-])c2ccco2)cc1 (configuration not stated)	-16	-0.1	8	5	10	1	6	-3	3.1
COc1ccccc1CN1CCCCCC1	-50	0.1	5	2	-1	0	1	5	0.6
C/C(=N\NC(=S)Nc1ccc(C(C)C)cc1)c1ccc2c(c1)OCO2	-10	-0.1	9	1	-2	1	-10	-18	0.7
O=C(c1ccccc1)c1nnc(-c2ccncc2)o1	-2	0.0	-2	-1	-3	-4	6	-4	1.2
CCn1c(CNC(=O)c2ccc(OC)c(OC)c2)nnc1SCC(=O)Nc1ccccc1	15	0.0	-3	0	2	-2	10	7	-0.1
CC1CCCCN1C(=S)NCCc1ccccc1 (configuration not stated)	-2	0.1	-3	1	-3	0	8	11	3.5
CC(C)c1nnc(NC(=O)c2cccs2)s1	-7	0.0	-5	0	-4	1	13	-2	2.1
CCC(C(=O)NCCc1ccc(S(N)(=O)=O)cc1)c1ccccc1 (configuration not stated)	6	0.0	2	-3	-6	-2	5	12	-1.4

Shown with two lines to a compound: entries from further up.
Below each SMILES: JMJD2C inh | Efflux pump inh | HCV core dimer | TPT1 inh | PP1 inh | Fh CTSL1 inh | proCasp3 act | proCasp7 act | PP5 inh
> COc1ccccc1CN1CCCCCC1
  -50 | 0.1 | 5 | 2 | -1 | 0 | 1 | 5 | 0.6
> C/C(=N\NC(=S)Nc1ccc(C(C)C)cc1)c1ccc2c(c1)OCO2
  -10 | -0.1 | 9 | 1 | -2 | 1 | -10 | -18 | 0.7

(next part)
SMILES	JMJD2C inh	Efflux pump inh	HCV core dimer	TPT1 inh	PP1 inh	Fh CTSL1 inh	proCasp3 act	proCasp7 act	PP5 inh
COc1cc(NC(=O)c2cc(-c3ccccc3)on2)cc(OC)c1OC	1	0.0	2	-1	6	3	4	8	2.3
CCOC(=O)c1c(NC(=O)CN2CCCCC2)sc2c1CCCC2O (configuration not stated)	-12	-0.2	-3	-3	5	4	5	0	5.9
NC(=O)c1c(NC(=O)c2ccncc2)sc2c1CCCCCC2	4	-0.1	-1	-4	0	7	-4	-2	0.5
Cc1ccc(C2C(C#N)=C(N)N(c3cccnc3)C3=C2C(=O)CCC3)s1 (configuration not stated)	0	0.0	11	11	1	1	3	7	2.5
O=C(O)C1=C[C@H](c2ccc3c(c2)OCO3)C[C@H](OCCCCO)O1	1	x	9	-1	-3	0	0	-2	0.0
Cc1cc(-c2ccc(C(C)C)c(S(=O)(=O)Nc3cc(C)on3)c2)on1	4	0.1	3	3	1	3	-9	5	1.6
COc1ccc(CNC(=O)c2cc3c(C)nc4ccccc4c3o2)c(OC)c1	-9	0.0	25	-1	-2	-3	7	-1	1.7
COC(=O)c1ccc(/C=N\NC(=O)c2ccc(C)cc2Cl)cc1	3	0.1	0	-3	-4	-2	-5	0	-0.6
Cc1sc[n+](CC(=O)c2ccc(Br)cc2)c1C	-2	-0.1	10	3	-5	3	3	-5	0.8
O=C(Nc1ccccc1O)c1cccc(S(=O)(=O)Nc2ccccc2O)c1	-3	0.2	-9	-1	4	0	-4	-2	4.7
COc1cccc(NC(=O)COC(=O)c2ccc3ccccc3n2)c1	-6	-0.1	x	x	x	x	1	2	x
CSCCC(NC(=O)c1ccc([N+](=O)[O-])cc1Cl)C(=O)OCC(=O)NC1CCCC(C)C1C (configuration not stated)	-5	0.1	12	-3	0	-1	-4	-6	3.7
COC(=O)c1ccc(/C=C/c2nc3ccccc3c(=O)[nH]2)cc1	-5	-0.1	17	-6	-1	-3	3	10	2.9
Cc1c(C(=O)NCCCc2ccccc2)cccc1[N+](=O)[O-]	1	-0.2	1	1	-3	-2	10	2	2.2
CCOC(=O)N1CCN(c2ccc(C(=O)c3ccccc3)cc2F)CC1	8	0.0	13	-1	0	7	-2	2	-0.6
COc1ccc(-c2c(-c3cc(OC)c(OC)c(OC)c3)noc2C)cn1	22	0.0	-24	-1	3	4	-1	1	1.3
COC(=O)c1ccc(CNC(=O)/C=C/c2cc([N+](=O)[O-])ccc2OC(F)F)cc1	-1	-0.1	-2	-6	0	-1	3	11	1.8
CCCc1cc(=O)n2nc(N3CCC(C(=O)NCc4ccc(C)o4)CC3)sc2n1	79	0.2	-2	-2	-5	-11	-3	-5	0.0
O=C(Nc1cccs1)Nc1c(F)c(F)c(F)c(F)c1F	-12	-0.1	-7	-1	0	0	-1	-1	0.6
CCCCc1cc(=O)oc2cc(OCc3nn[nH]n3)c(Cl)cc12	1	-0.2	10	-3	3	5	8	3	1.3
O=C(CCC(=O)N(CC(=O)NC1CCCC1)C1CCCC1)Nc1ccccn1	19	0.0	-1	4	3	-1	2	-2	1.5
CC(C)OC(=O)CSc1nnc(-c2cnccn2)n1Cc1ccco1	-3	0.0	-5	4	-1	-2	-1	4	1.7
Cc1ccc(C)c(NC(=O)CN(C)C(=O)c2nn(C)c(=O)c3ccccc23)c1	-4	-0.1	-3	4	-4	-1	11	-4	-0.4
CCCCNC(=O)/C(C#N)=c1\s/c(=C\c2ccccc2OC(F)F)c(=O)n1CCCOC	-8	0.2	1	3	-7	-1	-3	4	-6.8
O=C(CO/N=C/c1cccc([N+](=O)[O-])c1)NC1CCCCCC1	-1	0.3	-3	0	7	-4	-1	-5	4.0
COCCNC(=O)c1ccc2c(c1)NC(=O)CS2	-4	-0.2	-4	-3	0	-1	10	-3	-3.1
